SSB-PriA inh: inhibitors of Klebsiella pneumoniae PriA binding to SSB C-terminal tail, primary screen, biochemical, AlphaScreen; actives 0.6% (n = 430,000); AlphaScreen SSBct-PriA binding, biotinylated peptide; PriA–SSB C-terminal tail interaction (Klebsiella pneumoniae); AID 1272365, 2023; inhibition, % at 33 µM; in the data active = inhibition mostly above about 37%, no sharp cut-off; inactive = mostly below about 20%;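 note: plate controls were negative control peptide for no effect and reference peptide for full effect; strong numbers were not always called active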
* hit, by the source's call; & = joins results of further samples. Not all compounds are listed. The share of hits here may be higher or lower than overall.

SMILES	SSB-PriA inh
O=C(Nc1ccccc1)Nc1cccc(-c2ccc(N3CCCC3)nn2)c1	-3.0
O=C(c1noc2c1CCCC2)N1CCC[C@H](Cc2nc(C3CC3)no2)C1	-2.0
CC(=NNC(=O)c1cc(-c2cccc([N+](=O)[O-])c2)n[nH]1)c1ccccc1O	-1.4
Cn1nnc2c(N3CCC(O)CC3)ncnc21	-10.0
N#Cc1ccc(CSc2nc(CC(=O)NCCc3c[nH]c4ccccc34)cc(=O)[nH]2)cc1	7.0
COC(=O)c1ccc2c(=O)n(CC(=O)NCCN3CCN(c4ccccc4F)CC3)c(=S)[nH]c2c1	-1.0
CC(=NNC(=O)Cn1cc([N+](=O)[O-])cn1)c1ccc(O)cc1	-1.4
COc1ccc(CCNC(=O)C2(c3cccs3)CCCC2)cc1	-31.0
Cc1nnsc1C(=O)N1CCC(CNC(=O)CC(CC(=O)O)c2cccs2)CC1 (stereo not drawn)	-8.0
O=c1c2scc(-c3ccccc3)c2ncn1Cc1cccc(C(F)(F)F)c1	-4.0
O=C(NCCc1ccc(N2CCCC2)cc1)c1ccccc1F	-2.0
CCOc1ccc(NC(=O)N2CCN(c3ccc(C)nn3)CC2)cc1	-8.0
COc1ccc(CCNC(=O)CSc2nc3cc(-c4ccccc4)sc3c(=O)n2C)cc1OC	-9.0
CC1CN(C(=O)CSc2nc(-c3ccccc3)cc(=O)[nH]2)CC(C)O1 (stereo not drawn)	-1.0
Cc1cc2ncc(NC(=O)c3ccccc3Br)cn2n1	-5.0
Cc1occc1C(=O)NN=Cc1ccc(Cl)c([N+](=O)[O-])c1	-4.2
COc1cccc(C=NN=C(N)c2nonc2N)c1O	-10.9
Cc1ccc(S(=O)(=O)N(CC(=O)NN=Cc2cccs2)c2cccc3cccnc23)cc1	4.1
CSCCn1c(=NC(=O)c2ccn(C)n2)sc2cc3c(cc21)OCCO3	-5.0
O=C(CN1C(=O)CCC1=O)N1CCOC2(CCOCC2)C1	-11.0
O=C(Nc1cccc(Cl)c1)c1sccc1S(=O)(=O)N1CCN(c2ccccc2F)CC1	1.0
Cn1c(-c2ccccn2)nn(CC(=O)c2ccccc2)c1=O	6.0
CSC1CC2CCC(C1)N2C(=O)c1cc(C2CC2)on1 (stereo not drawn)	-20.0
COc1ccc(C2=NN(C(C)=O)C(c3cc(Br)c(OC)c(OC)c3)C2)cc1 (stereo not drawn)	-9.0
O=C(CCCn1nc(-c2ccc(Cl)cc2)ccc1=O)NCc1cccs1	-8.0&-3.0
O=C1CC(NS(=O)(=O)c2ccc(Cl)cc2)CN1c1ccc2c(c1)OCCO2 (stereo not drawn)	-23.0
COc1ccc(CCNC(=O)c2cc(=O)c(OCc3ccc(F)cc3)c[nH]2)cc1OC	-23.0
O=C(NCCn1ccc(C(F)(F)F)n1)c1cc(-c2ccco2)on1	-6.0
COc1ccc(CC(=O)Nc2cc(N3CCCC3)ncn2)cc1OC	-2.0
CS(=O)(=O)N1CCC(C(=O)NCC2CCN(S(=O)(=O)c3cccnc3)CC2)CC1	-5.0
CC(=NNc1nc(-c2ccccc2O)nc2ccccc12)c1ccccc1	-18.0
O=C(CCSc1ccccc1)Nc1ccn2nccc2c1	-7.0
Cc1ccc(-c2ccc(S(=O)(=O)N3CCN(c4ccccc4F)CC3)cc2)cc1	-1.0
CC(C)c1nc(S(=O)(=O)NC[C@](C)(O)c2cc3ccccc3o2)cn1C	-21.0
CC(=NNC(=O)c1cc2c(s1)CCC(C)C2)c1ccncc1 (stereo not drawn)	1.7
C=CCNC(=S)NN=C(C)c1cccnc1	10.4
COc1ccc(-c2nn(-c3ccccc3)cc2C=NNC(=O)c2ccc(Br)o2)cc1	-1.2
CC(=O)c1sc(NN=Cc2cccc(O)c2)nc1C	8.8
O=C(CCN1CCc2ccccc2C1)Nc1ccc(Cl)c(Cl)c1	2.0
COc1ccc(OCC(=O)NCCc2ccc3c(c2)CCCN3C)cc1	71.2

4 compounds picked at random from those above, as already listed:
SMILES	SSB-PriA inh
Cc1ccc(S(=O)(=O)N(CC(=O)NN=Cc2cccs2)c2cccc3cccnc23)cc1	4.1
CC(C)c1nc(S(=O)(=O)NC[C@](C)(O)c2cc3ccccc3o2)cn1C	-21.0
CC(=NNC(=O)c1cc(-c2cccc([N+](=O)[O-])c2)n[nH]1)c1ccccc1O	-1.4
Cn1c(-c2ccccn2)nn(CC(=O)c2ccccc2)c1=O	6.0

Later entries
SMILES	SSB-PriA inh
Cc1cc2c(N3CCN(CCO)CC3)ncnc2s1	-1.0
COc1ccc(Cl)c2sc(N3CCN(C(=O)c4ccc5c(c4)OCCO5)CC3)nc12	1.0
O=[N+]([O-])c1ccc(N2CCCC2)cc1N1CCN(c2ccccc2)CC1	84.4*
Cc1ccc(OC2CCCN(C(=O)CCc3c(C)noc3C)C2)nn1 (stereo not drawn)	-13.0
C#CCn1c(=NC(=O)c2ccc(S(C)(=O)=O)cc2)sc2cc(F)ccc21	5.0
O=C(Cc1csc(Nc2ccccc2)n1)NCc1ccccc1Cl	15.0
Cn1cc(-c2cccs2)nc1CCNC(=O)CN1C(=O)CCC1=O	3.0
N#CCSCC(=O)NCCc1ccccc1	5.0
CC(=O)N1CCc2ccc(NC(=O)c3ccc(-c4ccccc4)cc3)cc2C1	-12.0
CCc1ccc(NC(=O)Cn2cccc(-c3nc(-c4ccc(Cl)cc4)no3)c2=O)cc1	-1.0
CCCN(CCC)S(=O)(=O)c1ccc(C(=O)Nc2sc3c(c2C(N)=O)CCCC3)cc1	-3.0
CCOC(=O)c1ccc(NC(=O)CSc2nc3c(-c4ccccc4)c[nH]c3c(=O)n2C(C)C)cc1	-23.0
O=C(NCCC(O)c1cccs1)NCc1ccccc1 (stereo not drawn)	-4.0
O=C(CSC1CCCC1)NC[C@]1(O)CCc2ccccc21	-2.0
O=c1cc(CSc2ncccn2)occ1O	8.0
Cc1nn(-c2ncc(NC(=O)Nc3ccc(F)c(Cl)c3)cn2)c(C)c1C	-14.0
CC(C)(C)C(=O)C=c1[nH]c(=O)c(=Cc2ccc(F)cc2)s1	-3.8
COC(=O)c1ccc(-c2ccc(C=NN3C(=O)C4C5C=CC(C6CC56)C4C3=O)o2)cc1 (stereo not drawn)	9.3
CC1Cc2ccccc2N1C(=O)Cc1csc2nc(-c3ccc(F)cc3)cn12 (stereo not drawn)	5.0
NC(=O)Cc1csc(NC(=O)c2ccc(=O)[nH]c2)n1	-11.0&-9.0

Part of the list above in order of formula weight, ascending:
SMILES	SSB-PriA inh
O=c1cc(CSc2ncccn2)occ1O	8.0
Cc1nn(-c2ncc(NC(=O)Nc3ccc(F)c(Cl)c3)cn2)c(C)c1C	-14.0
CC1Cc2ccccc2N1C(=O)Cc1csc2nc(-c3ccc(F)cc3)cn12 (stereo not drawn)	5.0

(next part)
SMILES	SSB-PriA inh
Cc1ccccc1-c1nsc(SCC(N)=O)n1	-6.0&1.0
Cc1cc(C(=O)NN=Cc2cc(C(C)(C)C)c(O)c(C(C)(C)C)c2)n[nH]1	0.8
Cc1ccc(N)cc1S(=O)(=O)N1CCCCC1	2.0
Cc1ccc(N2CCCS2(=O)=O)cc1NC(=O)N1CCNC1=O	-25.0
O=S(=O)(Nc1ccn2nccc2c1)c1cccc(C(F)(F)F)c1	-5.0
CC(=O)Nc1cccc(C(=O)NN=Cc2ccccc2F)c1	3.4
O=C(CCSc1ccc2ccccc2n1)NCCc1ccccc1	-13.0
CCCS(=O)(=O)N1CC(S(=O)(=O)c2ccc(Cl)cc2)C1	22.0
COc1ccc(OC)c(S(=O)(=O)NCCC23CC4CC(CC(C4)C2)C3)c1	2.0
CCn1c2ccc(C(C)=NO)cc2c2cc(C(C)=NO)ccc21	-22.2
Cc1ccc(/C=C/S(=O)(=O)NCC2(c3cccs3)CCOCC2)cc1	-11.0
O=C(Cc1csc(NC(=O)c2ccccc2)n1)NCc1cccnc1	0.0
COc1coc(C(=O)Nc2ccc(C)c(F)c2)cc1=O	-2.0
COCCNC(=O)Cn1nc(-c2cccs2)c2sc(N3CCCC3)nc2c1=O	-11.0
COc1ccc(C2C(=C(O)c3ccccc3)C(=O)C(=O)N2CCCN2CCOCC2)cc1 (stereo not drawn)	-17.9
COc1cc(C=NNC(=O)Cc2ccccc2)ccc1Oc1ccc([N+](=O)[O-])cc1[N+](=O)[O-]	2.2
O=C(c1cc(-c2ccc3c(c2)OCO3)n[nH]1)N1CCCCC(c2ccc(F)cc2)C1 (stereo not drawn)	-18.0
Cc1cc(NN=Cc2ccc(Cl)cc2Cl)nc(NCc2ccccc2)n1	-1.9
O=C(Cc1csc(NC(=O)C2CC2)n1)Nc1cccc(F)c1	4.0
CC(=NNC(=O)c1c(C)nc2ccccn12)c1ccc(O)cc1O	2.8
CC(C)S(=O)(=O)c1ccc(CC(=O)NCc2nn(C)c3c2COCC3)cc1	-4.0
O=C(NCCNc1cc(-n2cccc2)ncn1)c1cccnc1	-15.0
COc1ccccc1NC(=O)C1=C(C)Nc2nc(SCc3ccccc3C)nn2[C@H]1C(C)C	-13.0
CCCCOc1ccccc1-c1cc2c(SCC(=O)Nc3ccc(C#N)cc3)nccn2n1	-3.0
CN1C(=O)CSc2cnn(CC(=O)NCc3ccccc3)c(=O)c21	-10.0
Cc1csc(NC(=O)CSc2ncc(-c3ccccc3)n2C2CCCCC2)n1	3.0
N#CC(=NNc1cc(Cl)cc(Cl)c1)c1nnc2n1CCCCC2	-0.1
CN1C(=O)c2ccc(NC(=O)c3ccc(Br)s3)cc2C1=O	-2.0
O=C(NCc1cccs1)NCC1CCN(c2cnccn2)CC1	-16.0
CC(C)(C)c1ccc(C(=O)Nc2sc3c(c2C#N)CCCCC3)cc1	-9.0
CO[C@@H](CNC(=O)c1ccccc1F)c1ccco1	-10.0
CC1CC(=NN=C2NC(=O)CS2)CC(C)(C)C1 (stereo not drawn)	-4.5
O=C(NCCn1nc(C2CC2)n(-c2ccccc2)c1=O)c1ccco1	-6.0
CCOc1ccc(-c2c(C(=O)NN=C(C)c3ccco3)nnn2-c2nonc2N)cc1	-10.5
CCc1ccc(S(=O)(=O)NCCNC(=O)c2ccc(NC(=O)C(C)(C)C)cc2)s1	-8.0
O=C(Nc1cccnc1)c1ccc(-n2cncn2)nn1	-21.0
CC(=O)Nc1ccccc1NC(=O)CC(C)=NNC(=O)c1ccccn1	-7.4
Cc1ccc(S(=O)(=O)NCC#CCN(C)C)cc1	-2.0
O=c1c2c3c(sc2nc(SCSc2nc4sc5c(c4c(=O)n2-c2ccc(Cl)cn2)CCCC5)n1-c1ccc(Cl)cn1)CCCC3	-3.0&4.0
Cc1nn(-c2nc3c(c(=O)n(Cc4c(F)cccc4Cl)c(=O)n3C)n2C)c(C)c1C	-8.0
CC(C)Sc1ccc(C(=O)Nc2nnc(-c3ccc4c(c3)OCCO4)o2)cc1	-3.0
COc1ccccc1OCCCCn1c([C@H](C)O)nc2ccccc21	-3.0
CCOC(=O)c1ccc(Nc2nn3c(=O)c4cc(C)ccc4nc3s2)cc1	7.0
COc1ccc(Nc2nc(Nc3ccc(C)cc3)nc(N3CCCC3)n2)cc1Cl	-10.0
COc1ccccc1OCC(=O)Nc1cc(C)nn1-c1nc(C)cc(=O)[nH]1	15.0
CCOCCn1c(=NC(=O)c2cc3ccccc3cc2OC)sc2cc(Br)ccc21	6.0
O=S(=O)(Cc1ccc(F)cc1)NCC1(c2cccs2)CCCC1	-6.0
CN(CCC#N)c1ccc(/C=C/C(=O)c2ccc(Cl)s2)cc1	-19.0
COc1ccc(N2CC(CNC(=O)Nc3ccccc3C(F)(F)F)CC2=O)cc1 (stereo not drawn)	-6.0
CC(=CC(=O)c1ccc(Br)cc1)Nc1ccc(Cl)cc1	-2.4

Next part.
SMILES	SSB-PriA inh
O=C(Cn1cnc2ccccc21)NCCn1nc(-c2cccs2)n(C2CC2)c1=O	-5.0
Cc1cc(NN=C2CCCc3ccccc32)nc2ccccc12	0.2
CCN(CC)c1ccc(C(=O)NN=C(C)c2ccc(OC)c(OC)c2)cc1	4.4
O=C(Nc1ccc2c(c1)N(C(=O)c1ccco1)CCC2)c1ccc(Br)cc1	1.0
CC(=O)Nc1ccc(S(=O)(=O)NCc2cnn3ccccc23)cc1	-12.0
O=C(CSCc1ccccc1)NCC[C@H](O)c1ccsc1	6.0
CCCCC(C)=NNC(=O)Nc1ccccc1	-18.0
O=C(O)c1ccc(-n2cncn2)nn1	4.0
COc1cc(-c2cccc(Cl)c2)nc2ccc(NS(=O)(=O)c3ccc(NC(C)=O)cc3)cc12	2.0
COc1ccc(C(=O)C(C#N)c2nc3ccccc3s2)cc1 (stereo not drawn)	-9.0

Among those listed so far, 2 contain a COOH group:
SMILES	SSB-PriA inh
Cc1nnsc1C(=O)N1CCC(CNC(=O)CC(CC(=O)O)c2cccs2)CC1 (stereo not drawn)	-8.0
O=C(O)c1ccc(-n2cncn2)nn1	4.0

Additional structures follow.
SMILES	SSB-PriA inh
CCNC(=O)N1CCC(N2CCC(OC)CC2)CC1	-8.0
C[C@](O)(CNC(=O)C1c2ccccc2Oc2ccccc21)c1cc2ccccc2s1	-2.0
COCCn1c(C)cc(C(=O)CSc2nnc3c(C)cc4ccccc4n23)c1C	-18.0&-10.0
C[C@H](NC(=O)CN(C)c1nc2c(Cl)cccc2s1)c1ccccc1	-14.0
O=C(N[C@H]1CC(=O)N(C2CC2)C1)c1ccc2c(c1)OCO2	-12.0
CCOC(=O)CCC(=O)NCc1n[nH]c(=O)c2ccccc12	-15.0
O=C(Cn1cncc(-c2nc(-c3ccccc3)cs2)c1=O)N1CCCC1	-11.0
CCCc1ccc(C(=O)NCCCn2ccnc2-c2ccccc2)cc1	1.0
O=S(=O)(c1ccc(Cl)s1)N1CCC(Oc2cccc3cccnc23)CC1	-5.0
O=C(c1ccc2nsnc2c1)N1CCC[C@H](Cc2nc(-c3cnccn3)no2)C1	-7.0
O=C(Cn1cnc2c(-c3ccc(Cl)cc3)csc2c1=O)Nc1ccc(F)cc1F	-5.0
O=C(NC1CCCC(O)C1)c1ccc(F)cc1F (stereo not drawn)	3.0
O=C(NN=CC(c1ccccc1)c1ccccc1)c1ccccc1F	5.7
O=C(NCc1ccccn1)c1ccc(OCc2nc(C3CC3)cs2)cc1	13.0

Screens: PubChem, Small Molecule Screening Facility, UW Madison
